Screens from PubChem.
TcdB GH inh – inhibitors of Clostridioides difficile toxin B glycohydrolase; P18177; TcdB glycohydrolase enzymatic assay, plate reader; inhibition, % at 9.99 µM; actives 0.24% (n = 350,000); AID 652162; in the data active = inhibition above about 10%
DUSP3 inh – blocks human VHR1 dual specificity phosphatase. inhibition, % at 13.3 µM. actives 0.52% (n = 290,000). recombinant VHR phosphatase, pNPP absorbance. P51452. AID 1654; in the data active = inhibition above about 50%; note: some compounds called inactive have numbers as strong as hits
Target sequence (P51452 whole entry, looked up): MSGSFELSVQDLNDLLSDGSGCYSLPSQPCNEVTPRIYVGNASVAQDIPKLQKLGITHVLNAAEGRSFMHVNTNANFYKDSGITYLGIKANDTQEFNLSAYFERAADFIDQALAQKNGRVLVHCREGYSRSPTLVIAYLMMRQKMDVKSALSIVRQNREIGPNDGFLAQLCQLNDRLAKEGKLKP
PrPC surface inh – inhibitors of human cell surface prion protein PrPC; actives 0.43% (n = 370,000); AID 720596; TR-FRET read-out; inhibition, % at 13.8 µM; P04156; in the data active = inhibition above about 24%; note: 0% = median of the test wells and 100% = reference compound wells
SARS 3CLpro inh – SARS-CoV 3CLpro protease inhibition | actives 0.14% (n = 290,000) | P0C6X7 | inhibition, % at 6 µM | AID 1706 | recombinant SARS-CoV 3CLpro, quenched FRET peptide cleavage; in the data active = inhibition above about 12%
Rv3671c inh – inhibitors of M. tuberculosis serine protease Rv3671c. inhibition, % at 5.96 µM. actives 0.048% (n = 320,000); in the data active = inhibition above about 38%;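 note: extracellular domain of Rv3671c used as enzyme; 0% = enzyme with DMSO and 100% = no enzyme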
Target sequence (P9WHR9 whole entry, looked up, the tested form may be a part): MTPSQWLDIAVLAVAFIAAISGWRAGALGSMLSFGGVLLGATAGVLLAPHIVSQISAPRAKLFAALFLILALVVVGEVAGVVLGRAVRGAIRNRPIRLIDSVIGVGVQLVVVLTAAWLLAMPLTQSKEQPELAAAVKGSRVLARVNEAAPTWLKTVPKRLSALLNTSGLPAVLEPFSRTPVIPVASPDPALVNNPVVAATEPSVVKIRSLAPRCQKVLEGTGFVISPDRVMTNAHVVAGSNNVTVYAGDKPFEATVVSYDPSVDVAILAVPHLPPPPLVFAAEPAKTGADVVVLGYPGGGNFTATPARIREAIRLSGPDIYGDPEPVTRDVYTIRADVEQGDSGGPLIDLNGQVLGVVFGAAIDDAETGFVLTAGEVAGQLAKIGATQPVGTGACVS
Vc quorum ag – inducers of Vibrio cholerae quorum light production without autoinducers | V. cholerae BH1578 lux reporter, luminescence, 6 h | activation, % at 18.7 µM | actives 0.16% (n = 350,000) | AID 588436; in the data active = activation mostly above about 9.7%, no sharp cut-off; inconclusive = no clear call, values can overlap the other calls; inactive = mostly below about 3.7%; note: not every result past the cut was called active; inactives centre near 0; reference of the scale not given here
MazF activator – MazEF (E. coli) toxin RNase activation; AID 504720; FAM/BHQ RNA-DNA oligo cleavage fluorescence, 5 h; activation, % at 20 µM; P0AE70; actives 0.32% (n = 350,000); in the data active = activation above about 50%
Target sequence (P0AE70 whole entry, looked up): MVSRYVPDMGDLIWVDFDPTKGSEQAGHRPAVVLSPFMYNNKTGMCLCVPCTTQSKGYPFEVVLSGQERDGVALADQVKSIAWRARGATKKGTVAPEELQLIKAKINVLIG
Y pestis TopoI – Y. pestis Topo-I inhibition via cleavage products; AID 504884; Y. pestis Topo-I cleavage product accumulation, plate reader; activity, % at 10 µM; actives 0.064% (n = 360,000); in the data active = activity above about 50%, passing the limit was not always enough; inconclusive = no clear call, values can overlap the other calls; note: inactives centre near 2
PriA SSB inh – inhibitors of Klebsiella pneumoniae PriA binding to SSB C-terminal tail | actives 0.6% (n = 430,000) | AID 1272365 | AlphaScreen SSBct-PriA binding, biotinylated peptide | inhibition, % at 33 µM; in the data active = inhibition mostly above about 37%, no sharp cut-off; inactive = mostly below about 20%;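 note: plate controls were negative control peptide for no effect and reference peptide for full effect; strong numbers were not always called active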
CCHF vOTU inh – CCHFV vOTU protease inhibition; inhibition, % at 11.5 µM; Pep-AMC fluorescence; actives 0.55% (n = 370,000); in the data active = inhibition above about 30%; note: 0% = vehicle wells with enzyme and 100% = no enzyme wells
The depositor's hits bear a star; i = inactive; ? = inconclusive; nt = not tested or not shown; & = joins results of further samples.

SMILES	TcdB GH inh	DUSP3 inh	PrPC surface inh	SARS 3CLpro inh	Rv3671c inh	Vc quorum ag	MazF activator	Y pestis TopoI	PriA SSB inh	CCHF vOTU inh
C=CCn1c(SCC(=O)Nc2cccc(S(=O)(=O)N(C)c3ccccc3)c2)nnc1C1CC1	-0.2	nt	4	nt	8	5.0	2	-9	-1	-5
O=C(CC1OC(=O)c2ccccc21)Nc1ccc(Cl)c(S(=O)(=O)N2CCCCC2)c1 (stereo unspecified)	2.2	nt	6	nt	-3	i	-8	-2	-2	0
COc1ccc(N2C(=O)C(Cl)=C(N(CCO)Cc3ccccc3)C2=O)cc1	nt	0	5	-4	-7	i	-1	5	16	0
COc1ccc(C(=O)N/N=C/c2c(C)nn(-c3ccccc3)c2OC)cc1	1.2	nt	10	nt	6	-0.3	0	3	nt	-6
Cc1cc2nc(Sc3c([N+](=O)[O-])nc(C)n3Cc3ccccc3)[nH]c2cc1C	-1.1	14	15	-1	3	-0.4	5	1	11&-1	6
Cc1ccc(NC(=O)CSc2nnc(-c3ccoc3C)n2CCCN(C)C)cc1Cl	0.0	44	1	-2	-3	i	7	3	9	1
Cc1ccccc1-c1oc(C)c(C)[n+]1[O-]	0.5	16	0	-2	3	i	8	2	3	2
CCCCNC(=O)COC(=O)c1ccc(F)cc1Cl	1.6	33	-2	1	-7	-0.7	-13	-2	2	2
COc1ccc(NC(=O)COC(=O)c2ccncc2)c(OC)c1	0.3	-10	8	4	-9	-0.5	10	1	-6	-9
COc1ccccc1CNS(=O)(=O)c1c(C)cc(C)cc1C	4.0	nt	7	nt	nt	i	11	20	nt	10
O=S(=O)(O)c1nnc2sc3ccccc3n12	nt	5	-4	-3	2	-0.7	-1	-6	-2	12
Clc1ccc(CN(Cc2ccc(Cl)cc2)c2nn[nH]n2)cc1	1.7	-23	-4	3	-5	-0.3	-9	5	-6	23
COc1ccc(C(=O)Nc2nc3ccccc3[nH]2)cc1S(=O)(=O)N1CCOCC1	2.1	20	8	-1	1	-0.6	10	-4	3	-5
Cc1cc(C(=O)Nc2ccccc2C#N)n(-c2ccccc2)n1	0.6	7	9	-2	-5	0.4	8	6	4	6
Cc1nc2ccccc2n1Cc1n[nH]c(=S)n1-c1ccc(Cl)cc1	0.5	-2	4	-1	-6	-0.3	4	-1	-3	-1
COc1ccc(CCNC(=O)CSc2nc3scc(-c4ccccc4)c3c(=O)[nH]2)cc1	1.4	nt	3	nt	-21	0.1	-8	-8	6	9
Cc1ccc(C)c(-n2sc3ccc(F)cc3c2=O)c1	0.6	nt	-2	nt	3	i	-9	1	16	5
CCOC(=O)C1C(=O)N(C(=O)c2cncc(Br)c2)CC1c1ccccc1 (stereo unspecified)	nt	49	2	0	1	-0.2	9	16	-7	15
O=C(NCCS(=O)(=O)N1CCN(c2ccc(F)cc2)CC1)C1CC(=O)N(c2ccccc2)C1 (stereo unspecified)	-2.8	-12	5	-1	-1	0.7	6	1	-15	-4
C=CCOc1ccc(/C=C/C(C)=N\O)cc1	nt	14	-13	3	4	nt	4	5	nt	3
O=C(NCCc1ccc(Cl)cc1)C1CCCN(c2ncnc3c2nc2n3CCCCC2)C1 (stereo unspecified)	0.3	6	10	1	-12	i	10	4	5	0
O=C(CSCc1c(Cl)cccc1Cl)NCc1cccnc1	2.1	25	4	0	9	-0.5	-11	1	-8	6
Cc1nc2cc3c(=O)n(C)cnc3cc2n1Cc1ccccc1	0.7	nt	-5	nt	nt	-10	-5	-4	nt	5
Cc1ccc(NC2=CC(=O)C(=O)c3ccccc32)cc1	nt	-1	-15	1	-65	i	4	1	41	93*

3 compounds picked at random from those above, as already listed:
SMILES	TcdB GH inh	DUSP3 inh	PrPC surface inh	SARS 3CLpro inh	Rv3671c inh	Vc quorum ag	MazF activator	Y pestis TopoI	PriA SSB inh	CCHF vOTU inh
Cc1nc2ccccc2n1Cc1n[nH]c(=S)n1-c1ccc(Cl)cc1	0.5	-2	4	-1	-6	-0.3	4	-1	-3	-1
C=CCOc1ccc(/C=C/C(C)=N\O)cc1	nt	14	-13	3	4	nt	4	5	nt	3
O=C(NCCS(=O)(=O)N1CCN(c2ccc(F)cc2)CC1)C1CC(=O)N(c2ccccc2)C1 (stereo unspecified)	-2.8	-12	5	-1	-1	0.7	6	1	-15	-4

The list goes on:
SMILES	TcdB GH inh	DUSP3 inh	PrPC surface inh	SARS 3CLpro inh	Rv3671c inh	Vc quorum ag	MazF activator	Y pestis TopoI	PriA SSB inh	CCHF vOTU inh
c1ccc(Sc2ncccn2)nc1	2.3	27	-6	0	-4	0.6	7	2	-7	-11
COc1ccc(CCNc2ccc([N+](=O)[O-])cn2)cc1	0.4	7	-12	-3	nt	-2.1	-21	-5	9	6
Cn1c(=O)n(C)c2cc(/C=N/NC(=O)c3ccc(Cl)cc3)ccc21	0.4	-1	6	-1	-2	i	6	-3	i	13
CCOC(=O)N1CCN(C(=O)/C(=C/c2ccccc2OC)NC(=O)c2ccccc2)CC1	0.2	-8	-3	-6	-5	-0.2	0	20	-14	-4
CCN(CC(=O)Nc1c(F)cccc1F)C(=O)CCN1C(=O)C2CC=CCC2C1=O (stereo unspecified)	5.1	nt	0	nt	5	i	3	10	4	2
Cc1ccc(C(=O)Nc2ccc(SC(F)F)cc2)s1	4.6	-11	16	7	-10	0.2	12	3	-2	-4
S=C(c1ccc2c(c1)OCO2)N1CCCCC1	nt	10	-2	3	1	8.3	2	-6	10	-7
CCNC(=S)NNc1nc(N2CCOCC2)nc(N2CCOCC2)n1	-0.5	4	1	-6	16	i	-1	7	10	10
COc1ccc(C(=O)NCc2nnc(SCC(=O)N3CCC(C)CC3)o2)cc1OC	nt	2	2	-2	1	-0.3	7	-2	-4	26
Cc1cc(C)c2c(c1)NC(=O)C2(O)CC(=O)c1cccs1 (stereo unspecified)	nt	-3	-13	1	-8	nt	-7	9	-7	-6
COc1ccc(N2CC(C(=O)NCCC3=CCCCC3)CC2=O)c(OC)c1 (stereo unspecified)	2.2	nt	-1	nt	-15	-1.5	6	12	-1	-7
O=C(C1CCCN(c2ncnc3c2nc2n3CCCCC2)C1)N1CCN(c2ccccc2)CC1 (stereo unspecified)	0.6	15	9	0	-6	-0.6	1	-1	24	6

The list goes on; the last two above are carried over.
SMILES	TcdB GH inh	DUSP3 inh	PrPC surface inh	SARS 3CLpro inh	Rv3671c inh	Vc quorum ag	MazF activator	Y pestis TopoI	PriA SSB inh	CCHF vOTU inh
COc1ccc(N2CC(C(=O)NCCC3=CCCCC3)CC2=O)c(OC)c1 (stereo unspecified)	2.2	nt	-1	nt	-15	-1.5	6	12	-1	-7
O=C(C1CCCN(c2ncnc3c2nc2n3CCCCC2)C1)N1CCN(c2ccccc2)CC1 (stereo unspecified)	0.6	15	9	0	-6	-0.6	1	-1	24	6
CCOC(=O)c1c(NC(=O)COC(=O)c2ncc(Cl)c(Cl)c2Cl)sc(C(=O)N(C)C)c1C	-0.5	nt	nt	nt	3	i	-6	23	-6	nt
CCCc1cc(C(=O)Nc2ccc(F)c(Cl)c2)no1	2.2	14	10	-2	-5	0.6	-8	-8	-23	-1
CCOc1cccc(-c2cc(-c3n[nH]c(=S)n3CC)c3ccccc3n2)c1	1.0	-15	7	9	-2	i	2	15	21	1
CCNc1nc(N)c(C(=O)c2ccc(Cl)s2)s1	nt	-1	-4	-2	6	i	6	3	10	16
Nc1ccc(Oc2ccc(Br)cc2)cc1	nt	4	-3	6	0	-1.5	0	-7	14	-11
O=C(CSc1nnc(-c2cccnc2)s1)Nc1ccnc2ccccc12	nt	4	8	-4	-5	-0.3	-7	-4	-9	-5
Cc1cccc(OCCc2nnc(N)s2)c1C	nt	39	3	-4	4	-0.3	2	9	-21	-6
COc1cc(/C=N/NC(=O)CNC(=O)c2ccco2)ccc1O	7.0	22	-1	0	-4	-0.2	-2	-1	nt	-7
Cc1ccc(-n2nc3cc(Cl)c(NC(=O)c4ccco4)cc3n2)cc1	nt	10	6	3	-6	5.3	-3	-2	-10	-3
O=C(Nc1ccc(Cl)cc1)Nc1nnc(CSCc2ccc(Cl)cc2)s1	0.7	23	5	0	-2	i	-19	1	-13	-12
Cc1nc(NCCN2CCOCC2)c2oc3ccccc3c2n1	nt	22	-6	-2	-7	-0.1	3	2	-20	2
CC(OC(=O)c1ccc(CN2CCCC2=O)cc1)C(=O)Nc1ccc(Cl)cc1 (stereo unspecified)	-0.1	nt	5	nt	0	-0.7	-2	8	-27	1

Limited to MazF activator and PriA SSB inh, for some of the entries so far:
Compound	MazF activator	PriA SSB inh
CCOC(=O)N1CCN(C(=O)/C(=C/c2ccccc2OC)NC(=O)c2ccccc2)CC1	0	-14
CCN(CC(=O)Nc1c(F)cccc1F)C(=O)CCN1C(=O)C2CC=CCC2C1=O (stereo unspecified)	3	4

Next section.
SMILES	TcdB GH inh	DUSP3 inh	PrPC surface inh	SARS 3CLpro inh	Rv3671c inh	Vc quorum ag	MazF activator	Y pestis TopoI	PriA SSB inh	CCHF vOTU inh
COc1ccccc1-n1c(O)c(C=Nc2c(C)n(C)n(-c3ccccc3)c2=O)c(=O)[nH]c1=O	1.1	20	-6	-1	-11	-3.6	-2	-2	0	3
C/C(=N/NC(=O)c1ccccn1)c1ccncc1	-2.3	-15	-9	-5	-1	i	7	-7	nt	13
CCC(C)NC(=O)CN(c1ccc(OC)cc1)S(=O)(=O)c1ccccc1 (stereo unspecified)	-0.5	13	-2	6	0	i	0	0	-4	-1
C/C(=N\NC(=O)c1ccccc1Br)c1ccc(N2CCOCC2)cc1	-0.2	18	5	0	1	0.1	5	6	nt	-7
Nc1nc2cc(Br)ccc2o1	1.0	nt	9	nt	nt	i	6	6	-1	-3
COc1ccc2oc(C(=O)OCC(=O)N(CC(C)C)c3c(N)n(Cc4ccccc4)c(=O)[nH]c3=O)c(C)c2c1	2.1	nt	-7	nt	-5	-3.7	-12	?	-15	12
S=C(Nc1ccccc1)N1CCCN1c1ccccc1	-0.6	12	-2	2	4	-0.7	8	-5	-3	8
Cc1nc2ccc(S(=O)(=O)N3CCCCC3)cc2s1	0.9	-19	0	0	6	-0.3	-21	7	-6	-5
Cc1ccc(NC(=O)CN2C(=O)NC3(CCCCC3)C2=O)cc1S(=O)(=O)N1CCOCC1	3.3	nt	-15	nt	-6	nt	3	5	-1	10
O=C(N/N=C/c1cccs1)c1cccc(NC(=O)c2ccccc2Cl)c1	-0.1	3	3	0	-8	-0.1	3	-3	nt	1
Cc1noc(C)c1S(=O)(=O)N(C)C[C@@H]1OCc2cn(nn2)CCCC(=O)N([C@@H](C)CO)C[C@H]1C	-4.4&-0.6	nt	5	nt	nt	-0.1	0	-7	nt	18
COc1cc2cc(C(=O)N3CCC(Cc4ccccc4)CC3)[nH]c2cc1OC	0.0	-3	-5	2	1	-0.6	0	1	-5	-8
O=C1/C(=C/c2ccco2)CCC1C1CCCC1 (stereo unspecified)	0.4	21	-5	2	6	-0.5	-18	-14	7	3

This is a subset. The share of hits here may be higher or lower than overall.
